# Screening results deposited in PubChem by Broad Institute.
# Pf Dd2 inh: inhibitors of Plasmodium falciparum Dd2 growth; activity change, % at 10 µM; AID 1159554; actives 2.3% (n = 94,000); P. falciparum Dd2 growth, SYBR Green, 72 h; active compounds read low; in the data active means activity change below about -80%; inconclusive means no clear call, values can overlap the other calls
# T cruzi growth: blocks T. cruzi growth in NIH3T3 culture; T. cruzi beta-gal in NIH3T3, GalScreen luminescence, 90 h; inhibition, % at 8.34 µM; actives 5.9% (n = 77,000); AID 624255;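 active means mean inhibition above about 93%, with at least 55% of replicates each passing it, limit read from the data, passing the limit was not always enough; inconclusive means only one of those two conditions holds; inactive means neither condition holds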
# C diff growth: inhibitors of Clostridium difficile growth. growth activity, negative = inhibition, % at 16 µg/mL (by protocol). Clostridium difficile clinical isolate growth, OD600, 24 h; active compounds read low. actives 0.25% (n = 86,000). AID 1259249;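 active means mean growth activity at or below -80% and every replicate also at or below -80%; inconclusive means mean at or below -80% but some replicate above -80%; inactive means mean growth activity above -80%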;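 further: 0% = DMSO wells and -100% = levofloxacin 16 µg/mL wells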
# GASC1 inh: inhibitors of human demethylase GASC-1 KDM4C | Q9H3R0 | GST-KDM4C 2-372, H3K9me3 peptide, LANCE TR-FRET | inhibition, % at 12.5 µM | actives 0.15% (n = 96,000);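 active means mean replicate inhibition above about 25%, with at least 55% of replicates also reaching it, limit read from the data, passing the limit was not always enough; inconclusive means only one of those two conditions met; inactive means neither condition met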
# Target sequence (Q9H3R0 2-372 limits assumed): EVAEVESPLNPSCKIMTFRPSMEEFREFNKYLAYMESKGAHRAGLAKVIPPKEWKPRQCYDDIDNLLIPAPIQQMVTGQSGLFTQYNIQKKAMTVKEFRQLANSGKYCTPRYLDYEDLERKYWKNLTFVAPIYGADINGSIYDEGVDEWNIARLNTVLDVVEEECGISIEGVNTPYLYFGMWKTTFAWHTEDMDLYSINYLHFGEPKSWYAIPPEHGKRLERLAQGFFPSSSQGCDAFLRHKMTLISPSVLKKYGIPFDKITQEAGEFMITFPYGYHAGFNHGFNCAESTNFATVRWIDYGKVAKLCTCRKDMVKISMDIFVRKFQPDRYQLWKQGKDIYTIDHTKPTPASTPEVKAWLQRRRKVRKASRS
#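 Material: N-terminal GST-fused human GASC-1 (KDM4C) fragment, residues 2-372. Input: 10 nM enzyme. Incubation: enzyme reaction 30 min, then detection 60 min, both room temperature. Doses: one test concentration per compound. Read-out basis: inhibition from TR-FRET ratio decrease. Detection: LANCE TR-FRET, excitation 340 nm, emissions 618 and 671 nm.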
# * = called active by the depositor; u = inconclusive; x = not tested or not shown; & = joins results of further samples; ! = not confirmed by another sample.
# Order of results – Pf Dd2 inh	T cruzi growth	C diff growth	GASC1 inh
- CCNC(=O)Nc1ccc2c(c1)C(=O)N(C)[C@H]1CC[C@H](CC(=O)N[C@H](C)c3ccccc3)O[C@H]1CO2
  x	33	-2	1.2
- CCCC#Cc1cnc2c(c1)C(=O)N([C@@H](C)CO)C[C@H](C)[C@@H](CN(C)C(=O)Nc1cc(F)ccc1F)O2
  -75	79	-21	-1.3
- COc1ccc(S(=O)(=O)N(C)C[C@@H]2Oc3ccc(NC(=O)CCCN(C)C)cc3C(=O)N([C@H](C)CO)C[C@@H]2C)cc1
  -42	x	-1	1.6
- COc1ccc(NC(=O)N(C)C[C@H]2OCCCC[C@H](C)Oc3ccc(NC(=O)Nc4ccc(F)cc4)cc3C(=O)N([C@@H](C)CO)C[C@@H]2C)cc1
  -60	7	-4	1.6
- C[C@H]1CN([C@@H](C)CO)C(=O)c2cc(C3=CCCC3)cnc2O[C@H]1CN(C)C(=O)Nc1ccccc1
  17	-258	-1	4.6
- C[C@@H]1CCCCO[C@H](CN(C)Cc2ccc(C(F)(F)F)cc2)[C@H](C)CN([C@@H](C)CO)C(=O)c2cc(NC(=O)CCCN(C)C)ccc2O1
  -89*	66	-6	2.4
- COC(=O)C[C@H]1CC[C@@H]2[C@@H](COc3ccc(NC(=O)c4ccc(C(F)(F)F)cc4)cc3C(=O)N2C)O1
  -36	36	-1	0.9
- N#Cc1ccc(-c2ccc3c(c2)[C@@H]2[C@@H](CCN2C(=O)c2ccncc2)[C@H](CO)N3)cc1
  -11	77	-7	-2.1
- C[C@@H]1CN([C@@H](C)CO)C(=O)c2cc(NS(=O)(=O)c3ccc(Cl)cc3)ccc2O[C@@H](C)CCCCO[C@H]1CN(C)C
  -37	21	-1	1.0
- C[C@@H]1CN([C@H](C)CO)C(=O)c2cc(NC(=O)NC3CCCCC3)ccc2O[C@H]1CN(C)S(C)(=O)=O
  7	-9	-2	1.5
- C[C@@H]1CN([C@H](C)CO)C(=O)c2cccc(NS(=O)(=O)c3ccc(Cl)cc3)c2O[C@H]1CN(C)S(=O)(=O)c1ccc(F)cc1
  12	39	-4	0.0
- CO[C@@H]1CN(C)C(=O)c2cc(NC(=O)C3CCC3)ccc2OC[C@H](C)N(Cc2ccccn2)C[C@H]1C
  4	-4	0	-0.6
- O=C(C[C@@H]1CC[C@H]2[C@@H](COC[C@@H](O)CN2C(=O)C2CCCC2)O1)NCc1ccncc1
  0	-32	x	-1.7
- COc1ccc(S(=O)(=O)N(C)C[C@H]2OCCCC[C@H](C)Oc3ccc(N(C)C)cc3C(=O)N([C@H](C)CO)C[C@@H]2C)cc1
  -88*	102*!	2&-6	2.2
- C[C@@H]1CCCCO[C@H](CN(C)C(=O)c2ccncc2)[C@@H](C)CN([C@H](C)CO)C(=O)c2cc(NC(=O)c3ccncc3)ccc2O1
  34	66	-3	0.9
- COc1ccc2c3c([nH]c2c1)[C@H](CO)N(Cc1ccccn1)CC31CN(C(C)=O)C1
  12	x	1	0.8
- C[C@@H]1CCCCO[C@@H](CN(C)S(=O)(=O)c2ccc(Cl)cc2)[C@@H](C)CN([C@H](C)CO)C(=O)c2cc(NC(=O)Nc3ccc(C(F)(F)F)cc3)ccc2O1
  -86*	87	19	-2.8
- C[C@@H]1CN([C@H](C)CO)S(=O)(=O)c2ccc(-c3cccnc3)cc2O[C@H]1CN(C)C(=O)C1CC1
  34	-2	x	2.3
- CC(C)CC#Cc1ccc([C@@H]2[C@H]3CN(S(=O)(=O)c4cccc(F)c4)CC(=O)N3[C@H]2CO)cc1
  -73	x	13	-1.6
- O=C(NCC1CCCCC1)[C@H]1[C@H](CO)[C@H]2Cn3c(ccc(C4=CCCC4)c3=O)[C@@H]1N2C(=O)CC1CC1
  -7	19	-4	-1.5

# (more compounds)
# Order of results – Pf Dd2 inh	T cruzi growth	C diff growth	GASC1 inh
- COCCNC(=O)C[C@@H]1CC[C@H]2[C@@H](COc3ccc(NC(=O)C4CCOCC4)cc3C(=O)N2C)O1
  5	22	0	0.5
- CCCNC(=O)N(C)C[C@@H]1Oc2cc(C#CC3CC3)ccc2S(=O)(=O)N([C@@H](C)CO)C[C@H]1C
  -9	36	-9	1.6
- C[C@@H]1CN([C@H](C)CO)C(=O)Cc2cc(NC(=O)C3CCCCC3)ccc2O[C@H]1CN(C)Cc1ccc(-c2ccccc2)cc1
  -9	89	10	-1.2
- C(=C\c1ccc(C2[C@H]3CNC[C@@H]2N3Cc2nccs2)cc1)/c1ccccc1 (some centres not stated)
  3&-24	x	33&9	14&1.8
- COc1ccccc1NC(=O)N1C[C@H](O)COC[C@H]2O[C@H](CC(=O)N3CCC(Cc4ccccc4)CC3)CC[C@@H]21
  33	53	7&-13	-1.9
- O=C(C[C@H]1C[C@H]2c3cc(NC(=O)CC4CC4)ccc3O[C@H]2[C@@H](CO)O1)NCc1ccc(Cl)cc1
  2	37	x	-5.9
- CCCC(=O)N1CC2(CCN(C(=O)C3CC3)CC2)c2c(n(C)c3cc(OC)ccc23)[C@H]1CO
  -13	x	6	-1.6
- Cc1ccc(S(=O)(=O)N[C@H]2CC[C@@H](CCn3cc(C(C)C)nn3)O[C@H]2CO)cc1
  -38	29	-7	0.0
- O=C(C[C@@H]1C=C[C@H](NC(=O)CN2CCOCC2)[C@@H](CO)O1)NCc1cccc(F)c1
  15	12	x	-0.1
- CN1c2ccc(-c3ccc(F)cc3)cc2[C@H]2[C@H](CCN2C(=O)c2ccncc2)[C@@H]1CO
  1	u	-8	1.9
- CCCC(=O)Nc1ccc2c(c1)C(=O)N(C)[C@@H]1CC[C@H](CC(=O)NCCc3ccncc3)O[C@@H]1CO2
  2	-15	-2	-1.7
- COc1ccc(NC(=O)N(C)C[C@H]2OCc3ccccc3-c3c(n(C)c4ccccc34)C(=O)N([C@@H](C)CO)C[C@H]2C)cc1
  -47	0	x	0.1
- COc1cccc(-c2ccc([C@@H]3[C@@H](CO)N4C(=O)CN(C(=O)C5CCCCC5)C[C@H]34)cc2)c1
  -34	x	-2	-0.9
- CN1C(=O)c2cc(NC(=O)c3cccc(Cl)c3)ccc2OC[C@H]2O[C@@H](CC(=O)NC3CCCCC3)CC[C@H]21
  -10	107*	-2	-1.9
- CCNC(=O)Nc1ccc2c(c1)C(=O)N(C)[C@@H]1CC[C@@H](CC(=O)NCCN3CCCC3)O[C@H]1CO2
  4	8	-2	0.9
- O=C1N[C@H](c2ccccc2)COCn2nncc2CC[C@H]1Cc1ccccc1
  x	x	-1	-0.8
- C[C@H](CO)N1C[C@H](C)[C@H](CN(C)Cc2ccc(Cl)c(Cl)c2)OCc2ccccc2-c2ccccc2C1=O
  -61	x	7	1.3
- C[C@H]1CN([C@@H](C)CO)C(=O)Cc2cc(NS(=O)(=O)c3ccccc3)ccc2O[C@@H]1CN(C)Cc1ccc(C(=O)O)cc1
  17	-13	-5	1.0
- CC(=O)N1[C@H](CNC(=O)C2CC2)[C@H](c2ccc(-c3ccc(F)cc3)cc2)[C@@H]1CO
  9	90	-5	0.5
- CO[C@H]1CC[C@H]2CCOc3c(C#N)cccc3C(=O)N(C)C[C@@H](OC)[C@H](C)C(=O)N(C)C[C@H]1O2
  x	35	-6	2.2

# Later entries.
# Order of results – Pf Dd2 inh	T cruzi growth	C diff growth	GASC1 inh
- CC(C)CC#Cc1cnc2c(c1)C(=O)N([C@H](C)CO)C[C@@H](C)[C@H](CN(C)C(=O)CC1CC1)O2
  -26	x	-2	-0.5
- CCCC#Cc1ccc2c(c1)O[C@@H](CN(C)C(=O)NCCC)[C@H](C)CN([C@H](C)CO)S2(=O)=O
  -10	-75	-7	1.4
- O=C(N[C@@H]1C=C[C@H](CC(=O)N2CCOCC2)O[C@H]1CO)c1cccc(F)c1
  24	-28	x	0.0
- COc1ccccc1C#Cc1ccc2c(c1)O[C@H](CN(C)C)[C@@H](C)CN([C@H](C)CO)S2(=O)=O
  -41	x	1	-1.2
- COc1ccc2c3c([nH]c2c1)[C@H](CO)N(C(=O)c1ccc(F)cc1)CC31CCN(C(=O)Nc2cccc(F)c2)CC1
  -63	x	-8	-1.8
- C[C@H](CO)N1C[C@H](C)[C@H](CN(C)Cc2ccc(-c3ccccc3)cc2)Oc2c(NS(=O)(=O)c3ccc(F)cc3)cccc2C1=O
  0	76	60	-0.1
- Cc1ccc(S(=O)(=O)Nc2ccc3c(c2)CC(=O)N([C@H](C)CO)C[C@@H](C)[C@H](CN(C)CC2CCCCC2)O3)cc1
  14	57	12	-2.0
- CN1c2ccc(-c3cccc(C#N)c3)cc2[C@H]2[C@H](CCN2S(=O)(=O)c2ccc(F)cc2)[C@@H]1CO
  9	96*	1	-0.7
- CC(=O)N(C)C[C@@H]1Oc2cc(C#C[C@H](C)O)ccc2S(=O)(=O)N([C@@H](C)CO)C[C@H]1C
  51	26	1	2.0
- Cc1cccc(-c2ccc([C@@H]3[C@H]4CN(C(=O)CN5CCOCC5)CC(=O)N4[C@H]3CO)cc2)c1
  -6	x	3	-1.7
- COc1ccc(-c2ccc3n(c2=O)C[C@H]2[C@H](CO)[C@@H](C(=O)N(C)C)N(CC4CCCC4)[C@@H]32)cc1
  x	6	-6	7.7
- Cc1noc(C)c1NC(=O)NCC[C@H]1CC[C@H](NC(=O)c2ccccc2)[C@H](CO)O1
  4	-2	6	-2.6
- CCC(=O)N(C)C[C@H]1Oc2ncc(C#CC3(O)CCCC3)cc2C(=O)N([C@H](C)CO)C[C@H]1C
  2	-32	4	0.7
- C[C@@H]1CN([C@H](C)CO)C(=O)Cc2cc(N(C)C)ccc2O[C@@H]1CN(C)C(=O)NC1CCCCC1
  23	13	2	0.5
- COCC(=O)N(C)C[C@H]1[C@H](c2ccccc2)[C@H](CO)N1C(=O)Cc1cccnc1
  2	1	-6	-2.5
- O=C(c1cccc(F)c1)N1C[C@H]2[C@@H](c3ccccc31)[C@@H](CO)N2C(=O)C1CC1
  -18	20	0	-3.6
- C[C@@H]1CN([C@H](C)CO)C(=O)CCCn2cc(nn2)CO[C@H]1CN(C)Cc1ccncc1
  9	70	-4	0.1
- Cc1noc(C)c1NC(=O)N(C)C[C@H]1Oc2ncc(C#CCN(C)C)cc2C(=O)N([C@@H](C)CO)C[C@H]1C
  28	-20	0	1.5
- CNC(=O)C[C@@H]1CC[C@@H]2[C@H](COc3ccc(NC(=O)c4ccc(F)cc4)cc3C(=O)N2C)O1
  16	18	-6	-0.4
- CC(C)CC#Cc1ccc([C@H]2[C@@H](CO)N3CCCCN(C(=O)c4ccc5c(c4)OCO5)C[C@H]23)cc1
  -43	72	32	-1.6

# (more compounds)
SMILES,Pf Dd2 inh,T cruzi growth,C diff growth,GASC1 inh
C[C@H]1CN([C@@H](C)CO)C(=O)c2cc(NS(=O)(=O)c3ccccc3)ccc2O[C@@H]1CN(C)C(=O)Nc1cccc2ccccc12,-62,-6,-6,-0.4
C[C@@H]1CCCCO[C@@H](CN(C)S(=O)(=O)c2ccccc2)[C@H](C)CN([C@@H](C)CO)C(=O)c2cc(NS(C)(=O)=O)ccc2O1,-5,-11,6,2.0
O=C(C[C@H]1CC[C@@H](NC(=O)Cc2cccnc2)[C@H](CO)O1)NCc1ccc2c(c1)OCO2,13,-17,x,0.2
Cn1cnc(S(=O)(=O)N2C[C@@H](O)COC[C@@H]3O[C@H](CC(=O)NCc4ccc(F)cc4)CC[C@H]32)c1,6,-31,x,1.0
CCC(=O)N1[C@H](CN(CC)C(=O)c2cccc(F)c2)[C@H](c2ccccc2)[C@@H]1CO,-56,13,-6,5.2
C[C@@H]1CN([C@@H](C)CO)C(=O)c2cc(-c3ccc(C#N)cc3)cnc2O[C@H]1CN(C)C(=O)Nc1ccc(C(F)(F)F)cc1,9,x,-1,-1.3
C[C@@H]1CN([C@H](C)CO)C(=O)c2cc(-c3ccccc3F)cnc2O[C@H]1CN(C)C(=O)c1cnccn1,16,x,-1,-0.1
COc1cccc(NC(=O)N2C[C@H](O)COC[C@@H]3O[C@@H](CC(=O)N(C)C)CC[C@H]32)c1,x,15,4&3,4.2

# Exported field by field: part of the list above
> C[C@@H]1CN([C@@H](C)CO)C(=O)c2cc(-c3ccc(C#N)cc3)cnc2O[C@H]1CN(C)C(=O)Nc1ccc(C(F)(F)F)cc1
  Pf Dd2 inh = 9; T cruzi growth = x; C diff growth = -1; GASC1 inh = -1.3
> COc1cccc(NC(=O)N2C[C@H](O)COC[C@@H]3O[C@@H](CC(=O)N(C)C)CC[C@H]32)c1
  Pf Dd2 inh = x; T cruzi growth = 15; C diff growth = 4&3; GASC1 inh = 4.2
> C[C@@H]1CCCCO[C@@H](CN(C)S(=O)(=O)c2ccccc2)[C@H](C)CN([C@@H](C)CO)C(=O)c2cc(NS(C)(=O)=O)ccc2O1
  Pf Dd2 inh = -5; T cruzi growth = -11; C diff growth = 6; GASC1 inh = 2.0
> C[C@H]1CN([C@@H](C)CO)C(=O)c2cc(NS(=O)(=O)c3ccccc3)ccc2O[C@@H]1CN(C)C(=O)Nc1cccc2ccccc12
  Pf Dd2 inh = -62; T cruzi growth = -6; C diff growth = -6; GASC1 inh = -0.4
